# Screens deposited in PubChem BioAssay by National Center for Advancing Translational Sciences (NCATS).
# D1 antag = blocks dopamine activation of the human D1 receptor. P21728. HEK293 TREx D1 cells, calcium flux, dopamine EC80; stronger effect = lower value. hit rate 3.2% among 360,000. activity change, negative = inhibition, % at 10 µM. AID 504652; in the data active = activity change below about -30%; also: % is scaled to controls: 0 for no effect and ±100 for the full control effect
# Target sequence (P21728 whole entry, looked up): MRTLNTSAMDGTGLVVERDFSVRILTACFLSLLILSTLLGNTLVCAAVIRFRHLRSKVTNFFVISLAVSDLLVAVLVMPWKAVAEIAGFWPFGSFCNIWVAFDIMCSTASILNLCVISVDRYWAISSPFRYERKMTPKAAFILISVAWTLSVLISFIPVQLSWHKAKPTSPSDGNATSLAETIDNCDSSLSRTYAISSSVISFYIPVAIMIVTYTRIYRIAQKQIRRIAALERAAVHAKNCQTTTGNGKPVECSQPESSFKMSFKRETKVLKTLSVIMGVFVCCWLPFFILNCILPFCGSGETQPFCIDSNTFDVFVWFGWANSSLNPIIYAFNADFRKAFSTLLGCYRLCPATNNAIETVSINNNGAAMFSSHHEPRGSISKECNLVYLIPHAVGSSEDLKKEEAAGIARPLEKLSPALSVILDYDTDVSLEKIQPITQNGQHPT
#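 HEK293 T-REx cells expressing inducible, force-coupled D1 receptor; no-wash Ca dye, 30–90 min RT. Cmpd → 180 s read at 1 Hz → EC80 DA → 180 s read.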
# D2 potentiator = D2 dopamine receptor (human) potentiation; potentiation, % at 10 µM; P14416; hit rate 0.34% among 340,000; HEK293 T-REx D2, calcium flux, EC20 dopamine potentiation;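 active = potentiation over 3 SD above the plate norm, cut at about 30% in these data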; also: 0% is about no effect
# Target sequence (P14416 whole entry, looked up): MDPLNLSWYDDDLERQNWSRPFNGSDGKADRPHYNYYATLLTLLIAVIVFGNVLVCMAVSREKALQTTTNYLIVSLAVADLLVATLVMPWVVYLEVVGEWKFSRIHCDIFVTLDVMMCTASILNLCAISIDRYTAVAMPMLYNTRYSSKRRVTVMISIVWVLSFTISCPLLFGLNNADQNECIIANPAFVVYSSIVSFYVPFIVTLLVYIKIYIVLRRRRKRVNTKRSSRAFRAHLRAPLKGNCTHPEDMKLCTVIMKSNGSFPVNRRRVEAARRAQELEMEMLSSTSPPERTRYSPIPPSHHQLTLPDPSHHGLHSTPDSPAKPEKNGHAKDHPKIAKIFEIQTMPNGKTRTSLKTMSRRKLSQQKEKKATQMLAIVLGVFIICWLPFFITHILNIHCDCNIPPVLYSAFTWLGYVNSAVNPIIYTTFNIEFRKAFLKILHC
#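 Primary screen. Calcium kinetics in induced HEK293 T-REx D2 cells: compound pre-addition 180 s, EC20 dopamine, 180 s more.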
# TRHR PAM = allosterically enhances the human TRH receptor. P34981. AID 493056. hit rate 0.66% among 360,000. TRHR cells, fluo-8 calcium fluorescence, EC20 TRH enhancement. enhancement, % at 2 µM; in the data active = enhancement above about 30%; also: 0% is about no effect
#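 TRHR-expressing cells loaded with fluo-8 calcium dye were read kinetically (ex 480/em 530) during compound addition, then stimulated with an EC20 of TRH (10 nM final). Enhancement of the Gq-mediated intracellular calcium response was scored.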
# RXFP1 antag = blocks the human relaxin receptor RXFP1. activity change, negative = inhibition, % at 57.5 µM. hit rate 0.59% among 350,000. HEK293-RXFP1, relaxin-stimulated cAMP HTRF, 30 min; stronger effect = lower value. AID 1259400. Q9HBX9;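 active = activity change of -60% or lower, but not beyond a set lower limit; inconclusive = change between -60% and -40%, or beyond the set limit; inactive = change above -40%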; also: % is scaled to controls: 0 for no effect and ±100 for the full control effect
# D2 ag = agonists of human D2 dopamine receptor; P14416; HEK293 T-REx D2 cells, calcium flux agonist mode; activation, % at 2 µM; hit rate 0.53% among 340,000;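 active = activation over 3 SD above normal in the single-dose calcium agonist read, cut at about 30% in these data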; also: 0% is about no effect
#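 HEK293 Trex D2 cells, tetracycline-induced, o/n 30 C 5% CO2; no-wash Ca dye, RT 30–90 min; 10-cycle baseline, 23 nl cpd added, kinetic Ca read 180 s; agonist hits = positive Ca response.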
# D1 agonist = human D1 receptor agonism. hit rate 1% among 360,000. activation, % at 2 µM. HEK293 T-REx D1 cells, calcium flux, agonist mode; also: 0% is about no effect
#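 Agonism was scored from calcium flux recorded over 180 s (1 read/s) after pintool compound addition, following a 10-cycle baseline. Cells were inducible force-coupled HEK293 TREx D1, plated overnight at 30 C and loaded with no-wash calcium dye.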
# TRHR ag = agonists of human TRH receptor. P34981. TRHR cells, calcium flux fluo-8, FDSS agonist mode. hit rate 0.18% among 360,000. activation, % at 2 µM; also: 0% is about no effect
#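 Agonist-mode FDSS calcium read (Ex 480/Em 530, 1 s cycles) in 1536-well TRHR cells with fluo-8 dye, after 10-cycle baseline and 23 nL compound addition; TRH at EC20 (10 nM final) added afterwards for the enhancer phase.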
# D2 antag = antagonizes the human D2 dopamine receptor; AID 485344; P14416; inhibition, % at 10 µM; hit rate 2% among 340,000; HEK293 TREx D2 cells, calcium flux, dopamine EC80; in the data active = inhibition above about 30%; also: 0% is about no effect
#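 Calcium flux kinetic readout in an inducible HEK293 TREx D2 line plated overnight at 30 C. After 180 s compound exposure, an EC80 dopamine challenge follows with another 180 s kinetic read to detect antagonism.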
# D1 potentiator = enhances dopamine response at the human D1 receptor; P21728; HEK293 TREx D1 cells, calcium flux, dopamine EC20 potentiation; potentiation, % at 10 µM; hit rate 0.036% among 360,000; AID 504651; in the data active = potentiation above about 30%; also: 0% is about no effect
# An asterisk follows results filed as active; ? = inconclusive; · = no result given. Rule as the data show it, unless noted: active = activation above about 30%; inactive = the rest.
SMILES,D1 antag,D2 potentiator,TRHR PAM,RXFP1 antag,D2 ag,D1 agonist,TRHR ag,D2 antag,D1 potentiator
CCCNc1nc(C)nc2c1cnn2CCc1ccccc1,-4.8,3.4,-4.7,7.1,0.5,1.0,0.8,5.0,-4.8
COCCNC(=O)NC(=O)COC(=O)C1(c2ccc(Cl)cc2)CC1,14.3,-2.0,0.0,0.7,1.0,1.1,-1.3,9.9,-6.6
COC(=O)c1c(C)oc2ccc(OC(=O)c3cccs3)cc12,9.0,-0.2,12.5,-18.4,-0.4,-0.6,-0.8,-52.1,1.0
CCC(C)(C)NC(=O)C(c1ccc(F)cc1)N(Cc1ccccc1)C(=O)c1cnccn1 (configuration not stated),-1.7,-4.4,-1.7,2.7,1.4,-0.9,-0.2,14.4,3.5
CC(=O)c1ccc(S(=O)(=O)N(C)CC(=O)Nc2ccc(C)cc2)cc1,-17.1,-7.4,9.9,2.8,0.4,5.1,-0.3,-13.8,·
COc1ccccc1NC(=O)CSc1nnc(Cc2cc(=O)[nH]c(=O)[nH]2)n1-c1ccccc1,-9.8,-10.3,-0.6,-0.7,-0.3,3.8,0.9,13.1,-8.2
COc1ccc(-c2nn(-c3ccccc3)cc2C2CC(c3cccs3)=NN2C(=O)CCCC(=O)O)cc1 (configuration not stated),16.7,4.2,-1.1,-1.5,0.5,-1.4,0.1,9.6,-8.1
CCOC(=O)C1=NNC2(CC(=O)N(c3cccc(C)c3)C2=O)C1 (configuration not stated),-0.3,22.9,-1.4,3.5,0.4,2.1,-0.1,-3.6,2.3
O=C(NC(=S)Nc1ccc2[nH]c(=O)[nH]c2c1)c1ccccc1[N+](=O)[O-],-5.8,-13.1,2.1,-9.7,-0.7,2.8,0.2,-7.8,-6.5
CCCc1nc2sc(C(=O)OCC)c(N)c2c2c1COC(C)(C)C2,·,4.3,4.0,7.5,0.3,-0.7,0.1,-5.9,-0.9
CC(C)n1cnc2c(NCc3ccccc3)cc(Cc3ccc(F)cc3)cc21,24.0,-1.2,-3.9,·,-0.6,-1.2,-0.1,3.6,5.0
O=C(Nc1cc(S(=O)(=O)N2CCCCCC2)ccc1OCC(F)(F)F)c1ccc(=O)[nH]c1,7.3,-15.2,3.0,-0.8,0.3,2.3,-0.1,-7.1,-0.9
CC(=O)Nc1ccc(S(=O)(=O)NCc2nnnn2-c2ccc(Cl)cc2)cc1,35.8,4.4,7.0,-13.6,1.6,4.6,0.1,-0.4,0.1
COc1ccc(Cl)c2sc(N(Cc3cccnc3)C(C)=O)nc12,-1.2,-5.6,1.1,5.8,0.2,2.5,-0.3,10.7,4.6
CCCn1nc(C(=O)OCC(=O)Nc2cccc(OC)c2)c2ccccc2c1=O,·,-0.2,-1.2,-6.8,-1.3,-2.0,-1.8,26.3,-5.2
COc1ccc(Nc2cc(C(=O)NCc3ccco3)c3ccccc3n2)cc1,-3.0,3.7,-8.5,·,-1.2,1.7,2.2,7.6,-8.2
COc1ccc(CNC(=O)N2CCN(c3cccc(Cl)c3)CC2)cc1OC,-13.2,-5.1,-2.0,3.8,4.0,9.6,-0.8,-4.0,-4.5
CCOc1nc(-c2ccccc2)c2cc(C)ccc2n1,-13.6,·,-0.4,?,·,1.7,-0.6,·,0.6
CCOCCCN(C(=O)c1snc(C(N)=O)c1N)C(C(=O)NCCC(C)C)c1ccc(F)cc1 (configuration not stated),4.7,-26.6,4.1,1.1,-0.3,0.3,-0.9,-1.1,2.0
COc1cccc(CNC(=O)C2CCN(S(=O)(=O)N3CC(C)CC(C)C3)CC2)c1 (configuration not stated),-5.4,23.0,5.0,-14.0,0.0,7.3,-0.9,-16.1,-5.5
Cc1ccc(-c2c(C#N)c(N)nc3c2CCCC3)o1,24.1,0.9,4.1,2.1,-0.5,39.3*,0.0,-2.5,-0.5
CC1CCCN(C(=O)c2ccc(NS(=O)(=O)c3cccc([N+](=O)[O-])c3)cc2)C1 (configuration not stated),-7.5,4.4,1.3,-13.5,0.2,4.3,0.2,-12.9,-7.7
COc1cc2c(cc1OC)C1=C(C#N)CCC(=NC(=O)c3ccco3)N1CC2,-12.5,6.3,6.1,-15.7,0.3,2.1,0.3,-5.1,-0.9
Cc1ccc(CNC(=S)NC2CCCCC2)cc1,7.0,-2.1,-2.1,-3.3,-1.0,8.1,0.1,-12.7,-1.6
CC(C)(C)NC(=O)NC(=O)CN1CCN(S(=O)(=O)c2ccc3c(c2)OCCO3)CC1,11.6,9.6,-1.5,-0.8,0.8,2.9,-0.2,29.9,-6.3
Nc1cccc(-c2ccc(CO)o2)c1,4.8,-14.6,-5.0,-14.5,0.4,4.2,2.7,15.2,-1.9
O=C(CSc1nc2ccsc2c(=O)n1Cc1ccccc1F)NCc1ccccc1,-19.9,3.7,-2.5,-14.5,0.1,4.0,0.4,·,-2.8
Cc1cc(N2CCN(C)CC2)nc2ccc(NC(=S)NCCC(C)C)cc12,-26.2,·,0.2,3.1,·,3.7,0.6,·,-19.8
Cc1ccc(CSc2oc(-c3ccco3)nc2S(=O)(=O)c2ccc(Cl)cc2)cc1,-14.8,-13.5,-8.2,-17.3,4.6,12.0,1.4,·,1.0
CCN(C(=O)Cn1c(=O)nc(-c2ccccc2)c2cc(Cl)ccc21)c1cccc(C)c1,-7.4,4.8,5.7,1.3,6.7,2.9,0.1,·,-0.2

# 3 compounds drawn at random from the list so far, as already listed:
SMILES,D1 antag,D2 potentiator,TRHR PAM,RXFP1 antag,D2 ag,D1 agonist,TRHR ag,D2 antag,D1 potentiator
COc1ccccc1NC(=O)CSc1nnc(Cc2cc(=O)[nH]c(=O)[nH]2)n1-c1ccccc1,-9.8,-10.3,-0.6,-0.7,-0.3,3.8,0.9,13.1,-8.2
CCCc1nc2sc(C(=O)OCC)c(N)c2c2c1COC(C)(C)C2,·,4.3,4.0,7.5,0.3,-0.7,0.1,-5.9,-0.9
CCC(C)(C)NC(=O)C(c1ccc(F)cc1)N(Cc1ccccc1)C(=O)c1cnccn1 (configuration not stated),-1.7,-4.4,-1.7,2.7,1.4,-0.9,-0.2,14.4,3.5

# The list continues.
SMILES,D1 antag,D2 potentiator,TRHR PAM,RXFP1 antag,D2 ag,D1 agonist,TRHR ag,D2 antag,D1 potentiator
COc1ccccc1OCc1nnc(SCC(=O)NCc2ccco2)n1Cc1ccco1,-0.1,11.4,1.5,-8.3,0.2,0.3,-1.0,-1.4,5.3
CC1(C)CC(=O)C2=C(C1)Oc1ncn(CCCO)c(=N)c1C2c1ccccc1 (configuration not stated),29.3,6.0,5.6,9.2,0.1,1.0,0.1,-6.2,-2.3
COc1ccc(NC(=O)CSC2=Nc3ccccc3C3=NC(CCC(=O)NCCc4ccccc4)C(=O)N23)c(OC)c1 (configuration not stated),12.9,1.2,-5.1,?,·,0.0,-0.4,·,-3.5
Cc1c(CC(=O)O)c(=O)oc2cc(OCc3ccc(Br)cc3)ccc12,4.5,9.5,7.5,-6.1,-2.2,6.7,0.0,7.2,3.0
COc1ccc(OC)c(-c2c(C#N)c(N)nc3c2c(=O)nc2sccn23)c1,0.4,-11.3,14.7,15.2,0.4,1.3,0.4,9.4,-4.7
COc1cc(-c2nc3ncccn3c2Nc2ccc(C)cc2C)ccc1O,-9.2,-7.9,-2.7,-15.3,-1.1,28.7,-1.1,·,0.1
COc1ccc(/C=C(\NC(=O)c2ccc(C)cc2)C(=O)Nc2c(C)n(C)n(-c3ccccc3)c2=O)cc1,-3.5,-2.2,-4.2,-10.7,1.0,1.2,-0.6,-8.7,5.2
Cc1cc(NC(=O)CSc2nnc(C3CC3)n2N)no1,-3.7,-2.7,1.1,-5.2,0.9,2.1,0.4,-2.8,-1.4
O=C(Cc1c(F)cccc1Cl)Nc1cccnc1,9.5,-3.8,0.8,17.2,1.2,1.9,0.1,-5.2,2.1
COc1ccc(Cl)cc1NC(=O)Cn1c(=O)n(CCCC(=O)NCCc2ccc(OC)c(OC)c2)c(=O)c2ccccc21,-14.1,-1.0,-5.0,·,0.2,5.1,-0.4,·,-0.6
O=C(CSc1nnc(NC2CCCCC2)s1)NC1CCS(=O)(=O)C1 (configuration not stated),-0.5,11.4,8.0,15.1,0.0,1.3,-1.0,-3.9,-1.1
CCOc1ccccc1C(=O)Nc1ccc(S(=O)(=O)N2CCN(C)CC2)cc1,-5.9,2.7,7.3,-3.4,0.3,5.1,0.5,-3.2,-3.5
CCCCCCCNC(=O)C1(CC2CC(c3cccc(Br)c3)=NO2)CCN(C(=O)C2CCCC2)CC1 (configuration not stated),2.0,-7.6,3.5,·,1.4,14.3,0.4,0.3,5.4
FC(F)(F)c1ccccc1NC(=S)Nn1cnnc1,-16.5,0.6,-0.9,-5.8,-1.3,3.3,1.0,0.1,-1.6
CCc1nnc(NC(=O)c2ccc(Cl)nc2)s1,12.2,-2.7,4.1,9.3,2.5,1.9,0.6,-3.0,-5.7

# The list goes on, overlapping the part above by 2 compounds.
SMILES,D1 antag,D2 potentiator,TRHR PAM,RXFP1 antag,D2 ag,D1 agonist,TRHR ag,D2 antag,D1 potentiator
FC(F)(F)c1ccccc1NC(=S)Nn1cnnc1,-16.5,0.6,-0.9,-5.8,-1.3,3.3,1.0,0.1,-1.6
CCc1nnc(NC(=O)c2ccc(Cl)nc2)s1,12.2,-2.7,4.1,9.3,2.5,1.9,0.6,-3.0,-5.7
O=C(c1ccc2c(c1)OCO2)C1CCCN(Cc2ccc(OC(F)F)cc2)C1 (configuration not stated),-18.5,-27.2,-3.0,-1.0,-0.6,9.3,0.2,-20.7,-3.5
COc1cc(C(=O)NC(=S)Nc2ccc(Cl)cn2)cc(OC)c1OC,-11.8,-3.0,8.5,13.6,0.2,1.7,0.1,17.1,-5.8
Cc1cc(C(=O)NCc2ccc3c(c2)OCO3)ccc1[N+](=O)[O-],-10.6,-6.4,-1.0,12.2,-1.5,11.3,-0.7,-2.2,0.8
CCNc1nc(NCC)nc(Nn2cnnc2)n1,-38.1*,-2.1,6.5,-4.7,1.0,1.5,0.3,17.0,-7.8
O=C1C(Cl)=C(Nc2ccc3cn[nH]c3c2)C(=O)c2ccccc21,-74.5*,-10.8,-32.8,?,-0.9,10.4,0.7,11.7,-9.3
CCOC(=O)C1=C(C)N=c2s/c(=C\c3ccc(OCC(=O)O)c(OC)c3)c(=O)n2C1c1ccc(OC)cc1 (configuration not stated),-10.7,5.3,-2.7,-3.0,0.6,9.7,5.1,16.4,-8.9
CCOC(=O)CN1C(C(=O)c2ccccc2)=C(OC(=O)C(C)(C)C)c2ccccc2S1(=O)=O,-13.9,-2.3,-11.1,-7.6,0.8,2.0,2.8,·,-3.4
O=C(CSc1oc(-c2ccccc2)nc1S(=O)(=O)c1ccc(F)cc1)NCC1CCCO1 (configuration not stated),2.8,·,-7.6,-6.1,·,-0.4,-2.0,·,-3.8
